Bioassay records from PubChem.
Pf gametocyte = late stage P. falciparum gametocyte viability inhibitors, primary screen, ATP luminescence, HTS; P. falciparum stage V gametocytes, 24 h; inhibition, % at 10.9 µM; 150,000 compounds, 0.065% hits;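 active = inhibition above the mean plus 3 SD of compounds within the control limits, set per campaign, cut at about 38% in these data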;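 also: 0% = DMSO wells and 100% = medium only without gametocytes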
Rab2A wt mod = modulators of GTP binding to Rab2A wildtype, primary screen, biochemical, dog, bead-based flow cytometry, multiplex; 190,000 compounds, 0.19% hits; GST-Rab2 wt beads, Bodipy-GTP binding; Ras-related protein Rab-2A (Canis lupus familiaris), P61105; GTP binding activity, % at 10 µM; AID 760, 2007;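 active = GTP binding activity at least 20 points away from 100%, either lowered or raised; inconclusive = signal likely due to the compound's own green fluorescence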;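 also: 0% = beads with excess unlabeled GTP and 100% = no-compound control corrected for plate trend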
HRas wt GTP bind = modulators of GTP binding to HRas wildtype, primary screen, biochemical, bead-based flow cytometry, multiplex. GTPase HRas (Homo sapiens), P01112. GST-Ras wt beads, Bodipy-FL-GTP binding; actives lie on both sides. GTP binding activity, % at 10 µM. 190,000 compounds, 0.14% hits;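 active = GTP binding activity at least 20% away from the 100% baseline, either lowered as inhibitor or raised as activator; inconclusive = flagged as likely green fluorescent, judged across all proteins in the well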;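 also: 0% = unlabeled GTP competition control and 100% = no-compound control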
Target sequence (P01112 whole entry, looked up): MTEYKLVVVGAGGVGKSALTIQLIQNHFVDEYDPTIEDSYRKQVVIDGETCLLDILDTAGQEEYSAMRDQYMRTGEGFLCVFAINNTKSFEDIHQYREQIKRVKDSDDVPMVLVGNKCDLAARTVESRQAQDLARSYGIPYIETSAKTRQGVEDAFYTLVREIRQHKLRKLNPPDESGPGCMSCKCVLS
Rac1 act GTP bind = GTP binding modulators of activated mutant Rac1, primary screen, biochemical, bead-based flow cytometry, multiplex, fluorescent GTP; Ras-related C3 botulinum toxin substrate 1 (Homo sapiens), P63000; GST-Rac1 activated beads; actives lie on both sides; 100% means binding = to untreated wells; percent activity (GTP binding), % at 10 µM; 190,000 compounds, 0.11% hits; AID 764, 2007;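 active = GTP binding at least 20 percentage points away from the 100% baseline, in either direction, so actives lie on both sides; inconclusive = Compound likely fluorescent itself, or too few beads counted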
GSH fluor = compound fluorescence on glutathione beads, profiling panel, artefact control, biophysical, 488/530 nm, flow cytometry. GSH beads flow cytometry, compound fluorescence 488/530 nm; stronger effect = higher value. fluorescence (KMESF) at 10 µM. 190,000 compounds, 0.25% hits; in the data active = fluorescence above about 89;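 also: glutathione beads carrying GST-tagged Bcl family fusion proteins plus one bare bead set; values are compound well signal with DMSO vehicle wells as background; inactives centre near 16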
Mcl1-Bid inh = Mcl-1/Bid binding inhibitors, primary screen, biochemical, TR-FRET, 1536-well; 220,000 compounds, 0.97% hits; Induced myeloid leukemia cell differentiation protein Mcl-1 (Homo sapiens), Q07820; inhibition, % at 21.7 µM; TR-FRET Mcl-1/Bid-Dy647 peptide binding; AID 1021, 2008;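 active = compounds that cut the binding signal by more than half at the single screening dose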;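 also: His-tagged Mcl-1 with europium anti-His antibody binding Bid BH3 peptide; 0% = Mcl-1 plus peptide wells and 100% = peptide-only wells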
Target sequence (Q07820 whole entry, looked up): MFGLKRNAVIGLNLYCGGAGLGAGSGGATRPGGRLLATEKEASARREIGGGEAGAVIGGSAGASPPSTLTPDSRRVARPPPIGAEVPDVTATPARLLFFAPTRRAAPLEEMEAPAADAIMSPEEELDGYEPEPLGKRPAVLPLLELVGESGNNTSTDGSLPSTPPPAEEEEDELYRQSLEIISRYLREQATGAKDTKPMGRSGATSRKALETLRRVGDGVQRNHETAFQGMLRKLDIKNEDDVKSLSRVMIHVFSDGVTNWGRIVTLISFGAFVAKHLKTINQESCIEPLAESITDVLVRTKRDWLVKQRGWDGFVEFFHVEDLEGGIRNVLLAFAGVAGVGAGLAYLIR
Rac1 wt GTP bind = wildtype Rac1 GTP binding modulators, primary screen, biochemical, GST-Rac1 beads, flow cytometry, multiplex; fluorescent GTP binding; actives lie on both sides; 0 = cold GTP competed, 100 = untreated; GTP binding activity (% of control), % at 10 µM; 190,000 compounds, 0.27% hits; AID 757, 2007;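 active = GTP binding activity at least 20 points away from the 100% control level, either lower or higher; inconclusive = compound flagged as likely green fluorescent, judged across all proteins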
Mcl1 Noxa PPI = Mcl-1/Noxa binding inhibitors, primary screen, biochemical, TR-FRET, 1536-well; inhibition, % at 21.7 µM; 220,000 compounds, 1.5% hits; TR-FRET Mcl-1/Noxa peptide binding, 2 h;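 active = compounds that cut the protein-peptide binding signal by more than 50% relative to plate controls in a single-dose test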;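 also: His-tagged Mcl-1 with rhodamine Noxa BH3 peptide and terbium anti-His antibody; 0% = Mcl-1 plus Noxa peptide wells and 100% = peptide-only wells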
Cdc42 wt = modulators of GTP binding to wildtype Cdc42, primary screen, biochemical, multiplex bead flow cytometry, Bodipy-GTP; GST-Cdc42 beads; actives lie on both sides; percent activity (GTP binding), % at 10 µM; 190,000 compounds, 0.2% hits;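 active = percent activity GTP binding at least 20 points away from the 100% baseline, either down as inhibitor or up as activator; inconclusive = compound flagged as likely green fluorescent from well-wide comparison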;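 also: median bead fluorescence of bound Bodipy-FL-GTP at 100 nM; 0% = excess unlabeled GTP control and 100% = no compound control; below 100% means less GTP binding so inhibitor and above means activator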
Target sequence (P60953 whole entry, looked up): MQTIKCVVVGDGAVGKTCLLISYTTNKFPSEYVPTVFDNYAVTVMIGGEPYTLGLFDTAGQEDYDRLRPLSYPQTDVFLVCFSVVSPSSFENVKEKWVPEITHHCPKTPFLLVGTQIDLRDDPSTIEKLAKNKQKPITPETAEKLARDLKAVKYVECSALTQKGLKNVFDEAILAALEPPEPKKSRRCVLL
Avidin fluor = green autofluorescence of compounds with avidin beads – biophysical, 488/530 nm, flow cytometry, artefact control, profiling panel. compound fluorescence 488/530 nm; stronger effect = higher value. fluorescence (KMESF) at 10 µM. 220,000 compounds, 0.38% hits; in the data active = fluorescence above about 47; also: inactives centre near 10
Rab7 wt modul = modulators of GTP binding to Rab7, primary screen, biochemical, wildtype, multiplex bead flow cytometry | Rab7 GTPase wild type (dog), Bodipy-FL-GTP binding | GTP binding activity (percent of control), % at 10 µM | GST-Rab7 beads, fluorescent GTP binding; actives lie on both sides; untreated = 100%, excess cold GTP = 0% | 190,000 compounds, 0.055% hits;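 active = fluorescent GTP binding to Rab7 beads changed by at least 20 points from the 100% baseline, either direction, mostly lower; inconclusive = compound itself probably fluorescent, or too few beads counted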;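 also: median green fluorescence of bound Bodipy-FL-GTP per Rab7 bead population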
The depositor's hits bear a star; ? = inconclusive; · = not tested or not shown.

Results follow in this order: Pf gametocyte	Rab2A wt mod	HRas wt GTP bind	Rac1 act GTP bind	GSH fluor	Mcl1-Bid inh	Rac1 wt GTP bind	Mcl1 Noxa PPI	Cdc42 wt	Avidin fluor	Rab7 wt modul
#1 CN(N)c1nc(C(F)(F)F)nc2ccccc12
    -9	96	97	95	12	-21	97	13	98	11	96
#2 Cc1cc(C)n2nc(C(=O)OCC(=O)Nc3ccc4c(c3)OCO4)nc2n1
    -18	97	101	98	63	2	100	-10	102	8	100
#3 CCc1ccccc1NC(=O)CN(C)C(=O)CSc1nn(-c2ccccc2)c(=S)s1
    0	97	99	99	20	-23	101	18	104	15	98
#4 COc1ccc(OC)c(/C=N\NC(=O)CSc2nnc(CCCc3ccc(OC)c(C)c3)o2)c1
    ·	93	93	92	16	-10	91	-1	92	32	97
#5 CC1(C)CC(CCC(=O)NC(=S)Nc2ccccc2Cl)C(=O)O1 (stereo not given)
    21	99	99	96	18	-16	101	9	96	4	103
#6 COc1ccc(OCCCC(=O)Nc2cc([N+](=O)[O-])ccc2C)cc1
    13	104	106	101	27	-32	105	-4	105	6	100
#7 CC(C)c1nnc(NC(=O)Cc2ccc(Br)cc2)s1
    -30	101	102	101	20	-11	103	-7	105	9	102
#8 O=C1/C(=C/c2cccnc2)SC(=S)N1c1ccc(F)cc1
    -7	99	99	97	3	-9	106	12	102	15	103
#9 COc1ccc(C(=O)Oc2cccc(/C=N/NC(N)=S)c2)cc1
    27	93	96	99	7	-67	103	31	97	13	96
#10 Cc1ccc(-n2c(C)csc2=N)cc1
    ·	100	104	100	37	-99	108	-8	102	10	102
#11 CN(C)c1ccc(C(=O)Nc2nc3c(s2)CCCC3)cc1
    ·	101	101	100	25	-9	106	26	102	8	98
#12 COC(=O)CN1C(=O)S/C(=C/c2ccc(N3CCCCC3)o2)C1=O
    -9	?	?	?	48	-31	?	-3	?	18	?
#13 Oc1ccc(N=Nc2nc(-c3ccccc3)c(-c3ccccc3)[nH]2)cc1
    -3	101	103	100	4	-52	109	-14	102	12	97
#14 COc1ccc(C2CC(c3cccs3)=Nc3ccccc3S2)cc1 (stereo not given)
    ·	99	99	98	13	4	101	15	97	17	99
#15 CCOC(=O)CSc1nnc(-c2c[nH]c3ccccc23)n1CC
    ·	100	99	97	19	-5	97	10	102	7	97
#16 Cc1cc(C(=O)COC(=O)c2ccc(O)cc2)c(C)n1CCc1ccc(F)cc1
    -11	95	94	94	9	-33	98	-5	95	21	102
#17 O=C(C1CC1)N1CCN(c2ccnc3cc(Cl)ccc23)CC1
    -2	96	96	93	10	-5	96	4	95	9	96
#18 CC(C)(C)c1ccc(S(=O)(=O)NCc2ccc(C(=O)N3CCCC3)cc2)cc1
    ·	99	101	99	15	-1	102	4	102	5	99
#19 O=C(CSc1nc2c(c(C(F)(F)F)n1)CCc1ccccc1-2)NCc1ccc(F)cc1
    ·	95	95	94	22	-18	94	-81	95	4	98
#20 Cc1ccc(S(=O)(=O)N2CCC(C(=O)Nc3nnc(COc4ccccc4)s3)CC2)cc1
    19	101	100	99	26	-18	104	11	98	12	100
#21 O=S(=O)([O-])CCC[n+]1c(/C=C\Nc2ccccc2)oc2ccc(-c3ccccc3)cc21
    ·	96	95	95	17	-18	96	-11	96	10	95
#22 CCCCCOC(=O)CSc1nc2c(c(=O)[nH]c(=O)n2C)n1Cc1ccc(Cl)cc1
    ·	101	100	100	25	7	107	12	104	10	99
#23 CCOc1cc(/C=N\NC(=O)c2ccc(NC(=O)CC)cc2)ccc1OC(=O)c1ccccc1
    ·	99	99	100	40	-46	103	3	101	10	97
#24 O=C(CC1SC(=Nc2ccccc2)N(CCCCO)C1=O)NCc1ccccc1 (stereo not given)
    ·	103	101	101	26	-30	104	17	100	11	99
#25 Cc1nnc2n1N=CC=C(c1ccccc1)S2
    -29	95	98	94	41	-14	97	-2	96	7	96
#26 CC(C)C(NC(=O)c1cccnc1)C(=O)O (stereo not given)
    -8	99	98	98	58	12	102	17	102	11	106
#27 CCOC(=O)N1CCC(c2cc(=O)n(-c3ccccc3)[nH]2)CC1
    -4	96	98	99	9	-65	102	3	99	6	97
#28 C/C(=N/NC(=O)c1ccncc1)c1cc2ccc(O)cc2oc1=O
    -34	96	95	91	11	-35	95	-113	92	10	99
#29 Oc1ccc(CNc2ccccc2O)cc1
    7	101	101	98	54	0	104	50	101	9	104
#30 CCC(C)/C(C)=N/Nc1ccc(S(N)(=O)=O)cc1[N+](=O)[O-] (stereo not given)
    -4	100	101	92	13	-20	97	11	97	8	106
#31 NC(=O)NOCc1ccccc1
    -19	97	99	97	12	-20	103	16	100	11	100
#32 COc1ccc(N=C2SC(CC(=O)Nc3ccc(F)cc3)C(=O)N2Cc2ccco2)cc1 (stereo not given)
    ·	98	99	98	11	-70	105	3	101	23	100
#33 Cc1cccc(NC(=O)c2sc(C)nc2C)c1
    ·	101	101	99	70	-4	103	9	100	6	103
#34 O=C(NNC(=O)c1sc2ccccc2c1Cl)Nc1ccc(Cl)cc1
    ·	102	105	98	13	5	102	22	105	29	101
#35 c1ccc2c(c1)OCC(CNc1ncnc3nc[nH]c13)O2 (stereo not given)
    ·	102	103	100	18	-5	105	11	101	9	101
#36 CC(=Nc1ccc(O)cc1)c1sc2ccccc2c1O
    14	101	104	99	15	-76	103	-13	102	11	101
#37 CCOC(=O)C(=NCCOC)NNc1cc(Cl)ccc1Cl
    -21	104	103	103	10	-29	104	10	100	11	102
#38 CC(=O)c1c(C)[nH]c(C(=O)OCC(=O)Nc2cc(S(=O)(=O)N3CCCC3)ccc2Cl)c1C
    ·	99	99	97	15	2	100	-2	103	5	101
#39 Cc1cc(OCC(=O)Nc2ccccc2F)nc(C(C)C)n1
    ·	99	100	97	39	-11	105	-5	102	11	103
#40 CCCOc1nc2ccccc2cc1/C=C/C(=O)O
    -36	97	95	96	18	-7	97	-17	96	8	104

Part of the list above in order of number of heavy atoms, lowest first.
Results follow in this order: Pf gametocyte	Rab2A wt mod	HRas wt GTP bind	Rac1 act GTP bind	GSH fluor	Mcl1-Bid inh	Rac1 wt GTP bind	Mcl1 Noxa PPI	Cdc42 wt	Avidin fluor	Rab7 wt modul
#26 CC(C)C(NC(=O)c1cccnc1)C(=O)O (stereo not given)
    -8	99	98	98	58	12	102	17	102	11	106
#33 Cc1cccc(NC(=O)c2sc(C)nc2C)c1
    ·	101	101	99	70	-4	103	9	100	6	103
#34 O=C(NNC(=O)c1sc2ccccc2c1Cl)Nc1ccc(Cl)cc1
    ·	102	105	98	13	5	102	22	105	29	101

Record cards, from the list above. Screens in order: Pf gametocyte	Rab2A wt mod	HRas wt GTP bind	Rac1 act GTP bind	GSH fluor	Mcl1-Bid inh	Rac1 wt GTP bind	Mcl1 Noxa PPI	Cdc42 wt	Avidin fluor	Rab7 wt modul
COc1ccc(N=C2SC(CC(=O)Nc3ccc(F)cc3)C(=O)N2Cc2ccco2)cc1 (stereo not given) as listed: ·	98	99	98	11	-70	105	3	101	23	100
CCOC(=O)N1CCC(c2cc(=O)n(-c3ccccc3)[nH]2)CC1 as listed: -4	96	98	99	9	-65	102	3	99	6	97
O=C(CC1SC(=Nc2ccccc2)N(CCCCO)C1=O)NCc1ccccc1 (stereo not given) as listed: ·	103	101	101	26	-30	104	17	100	11	99
O=S(=O)([O-])CCC[n+]1c(/C=C\Nc2ccccc2)oc2ccc(-c3ccccc3)cc21 as listed: ·	96	95	95	17	-18	96	-11	96	10	95
Cc1cc(OCC(=O)Nc2ccccc2F)nc(C(C)C)n1 as listed: ·	99	100	97	39	-11	105	-5	102	11	103

Additional results follow:
Results follow in this order: Pf gametocyte	Rab2A wt mod	HRas wt GTP bind	Rac1 act GTP bind	GSH fluor	Mcl1-Bid inh	Rac1 wt GTP bind	Mcl1 Noxa PPI	Cdc42 wt	Avidin fluor	Rab7 wt modul
#41 CC(C)CCNC(=O)c1nnc(Cc2ccc(Cl)cc2)o1
    ·	104	101	99	20	-1	108	12	104	9	101
#42 COC(=O)[C@H](CCSC)NC(=O)Nc1ccc(C(C)C)cc1
    -2	100	99	98	24	-38	103	7	100	15	101
#43 O=C(Nc1ccc(Cl)c(Cl)c1)c1ccc(Cn2c(=O)[nH]c3ccsc3c2=O)cc1
    ·	98	96	96	16	0	101	-10	97	7	99
#44 Cn1c(=O)oc2cc(S(=O)(=O)N3CCOCC3)ccc21
    ·	100	100	99	11	8	101	4	103	7	98
#45 C=CCn1c(Sc2nnc(C)s2)nc2c1c(=O)[nH]c(=O)n2C
    ·	102	101	100	15	-13	103	-2	102	12	101
